Bioassay records: PubChem, National Center for Advancing Translational Sciences (NCATS)
KB-3-1 cytotox: qHTS assay for MDR1-selective chemotherapeutics: Primary screen using the parental adenocarcinoma cell KB-3-1; KB-3-1 viability, CellTiter-Glo ATP luminescence, 72 h; Potency, µM (doses to about 46.1 µM), inactives show at the top dose activity change, negative = cytotoxic, most hits filed as cytotoxic; 1.4% of 400,000 active; note: potency is the fitted concentration of half-maximal effect; % is set by controls: 0 for no effect and ±100 for the full control effect; nearly all actives have a fitted effect of over 60% in size
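KB-3-1 cells, DMEM (no phenol red) + 10% FBS; compound by pin transfer, 72 h, 37 °C. Readout: CellTiter-Glo luminescence after 10 min. Data normalized, curve-fitted.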
D3 ag: qHTS of D3 Dopamine Receptor Agonist: qHTS; D(3) dopamine receptor (Homo sapiens), P35462; max activation, %; D3R DiscoveRx beta-arrestin cells, luminescence, 90 min; 0.58% of 410,000 active; AID 652048, 2013; in the data active = max activation above about 30%; note: 0% is about no effect; mostly tested at two doses, the higher about 12 µM
Target sequence (P35462 whole entry, looked up): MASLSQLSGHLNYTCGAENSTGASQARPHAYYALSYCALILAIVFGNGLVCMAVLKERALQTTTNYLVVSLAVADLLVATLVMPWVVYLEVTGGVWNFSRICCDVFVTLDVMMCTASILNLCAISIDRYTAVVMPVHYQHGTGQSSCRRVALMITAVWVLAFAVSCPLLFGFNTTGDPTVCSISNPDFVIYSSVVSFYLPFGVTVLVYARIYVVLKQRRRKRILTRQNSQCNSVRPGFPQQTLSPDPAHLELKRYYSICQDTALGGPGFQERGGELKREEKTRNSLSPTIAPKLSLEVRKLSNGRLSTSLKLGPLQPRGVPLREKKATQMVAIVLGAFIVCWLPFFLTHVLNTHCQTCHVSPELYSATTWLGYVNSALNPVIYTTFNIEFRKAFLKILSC
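Agonist-mode cell screen: cells plated at 1500/well and incubated overnight at 37 °C, then exposed to library compounds for 90 min at 37 °C. Detection reagent was added for 30–60 min at room temperature, and luminescence was read.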
KB-V1 MDR tox: qHTS assay for MDR1-selective chemotherapeutics: Primary screen using the drug-selected MDR subline cells KB-V1; KB-V1 MDR cells viability, CellTiter-Glo, 72 h; 3.4% of 400,000 active; Potency, µM (top dose mostly 46.1 µM), for inactives: at the top dose activity change, negative = cytotoxicity, most hits filed as cytotoxic; note: potency is the fitted concentration of half-maximal effect; % is set by controls: 0 for no effect and ±100 for the full control effect; nearly all actives have a fitted effect of over 60% in size
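KB-V1 cells (P-gp-expressing MDR subline of KB-3-1) in phenol-red-free DMEM with 10% FBS were exposed to library compounds over a concentration series for 72 h at 37 degrees C. Viability read by CellTiter-Glo luminescence; concentration-effect curves fitted after normalization.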
The depositor's hits bear a star; ? = inconclusive. Unless noted, calls come from the whole dose curve; as a rule, active = well fitted cell-killing curve with a large enough effect; inconclusive = small, poorly fitted or top-dose-only effect, or effect the other way; inactive = flat fitted curve, though single readings scatter.

Structure	KB-3-1 cytotox	D3 ag	KB-V1 MDR tox
COc1ccc(-c2nnc(SCC(=O)NCCc3ccc(OC)c(OC)c3)nc2-c2ccc(OC)cc2)cc1	-15%	-16	-6%
CCCCc1ccc(NC(=O)Cn2cnc3c2c(=O)n(C)c(=O)n3C)cc1	-15%	2	?
Cc1cc(NC(=O)CCNS(=O)(=O)c2ccc3c(c2)oc(=O)n3C)ccc1Br	6%	2	18%
COc1ccc(OC)c2sc(N(Cc3cccnc3)C(=O)c3ccco3)nc12	5%	8	-5%
CC(C)c1ccc(NC(=O)c2cc(S(=O)(=O)NCc3ccccc3Cl)ccc2F)cc1	?	-6	?
CCN(CC)CCCNC(=O)c1nn(-c2ccc(OC)c(Cl)c2)c(=O)c2c1c1ccccc1n2C	13%	-4	0%
CCN(CC)S(=O)(=O)c1ccc(NC(=O)c2cc3ccc4cccnc4c3[nH]2)cc1	-3%	-13	?
Cc1ccc(S(=O)(=O)c2cn(C)c3cc(N4CCCCCC4)c(F)cc3c2=O)cc1	-3%	3	-1%
Cc1ccc(C(NC(=O)Cc2cccs2)C(=O)Nc2ccc(C(C)C)cc2)cc1 (stereo not given)	-1%	-9	1%
CC(=O)c1cccc(NC(=O)c2cc3nc(-c4ccc(Br)cc4)cc(C(F)(F)F)n3n2)c1	-9%	-16	2%
O=C(NCc1ccc(Cl)cc1)C1CCN(S(=O)(=O)c2ccc3c(c2)CCCN3C(=O)C2CCC2)CC1	?	0	7%
O=C(CN(CCc1ccccc1)S(=O)(=O)c1ccc(Br)cc1)NCc1ccc(Cl)cc1	17%	-2	-18%
Cc1ccc(OCC(=O)Nc2c(C(=O)c3ccccc3)oc3ccccc23)cc1C	4%	4	0%
Nc1ccc(S(=O)(=O)NC2(C(F)(F)F)NC(=O)N(c3cccc(Cl)c3)C2=O)cc1 (stereo not given)	14%	-2	11%
Cc1ccc(CSc2nc3ccc(NC(=O)CC(C)C)cc3s2)cc1	?	8	20%
Cc1cc(C)c2nc(N(Cc3cccnc3)C(=O)CCOc3ccccc3)sc2c1	10%	7	20%
CCOc1ccc(-c2oc3ccc(C)cc3c(=O)c2O)cc1	?	4	2%
CCc1ccccc1N(C)C(=O)C1CCCN(c2ncnc3c2nc2n3CCCCC2)C1 (stereo not given)	-24%	-8	?
COc1ccc(Br)cc1C1CC(=O)Nc2c1c(C)nn2-c1nc(C)cc(C)n1 (stereo not given)	3%	-9	3%
COC(=O)C1=C(C)NC(=O)C1(NC(=O)c1ccc(Cl)cc1)C(F)(F)F (stereo not given)	0%	2	4%
COc1ccc(NC(=O)Nc2nnc(N(C)C3CCCCC3)s2)c(OC)c1	6%	1	17%
O=S1(=O)c2ccccc2N(Cc2ccc(F)cc2)c2ccccc21	-11%	-11	-28%
COc1ccc(NC(=O)C(c2ccccc2)N2Cc3ccccc3C2=O)cc1 (stereo not given)	11%	-5	0%
CCCOc1ccc(-c2nonc2NC(=O)COc2ccc(C)cc2)cc1OCCC	-4%	-7	-22%
COc1ccc(CNC(=O)COCc2cc(-c3cccs3)on2)cc1OC	-13%	6	?
COc1ccc(OC)c(CCNC(=O)c2c3c(nc4ccccc24)C(=O)N(C2CCCCC2)C3)c1	9%	-12	-8%
Cc1cccc(NC(=O)CC2C(=O)OCCN2Cc2ccccc2)c1 (stereo not given)	?	1	26%
Cc1ccc(S(=O)(=O)Nc2cc(Cl)c3oc4c(c3c2)C(=O)CC(C)(C)C4)cc1	18%	1	?
CC(C)(C)c1ccc(-c2nc(SCC(=O)Nc3ccccc3F)n3[nH]c(=O)cc3n2)cc1	-2%	24	?
Cc1ccc(S(=O)(=O)NCc2nc3nc(C)cc(C)n3n2)cc1	3%	-11	?
COc1cccc(C(=O)N2c3ncnn3C3(CCCCC3)[C@@H]3CCCC[C@@H]32)c1	0%	-4	3%
COc1cccc(-c2csc(-c3c(N)c(C(=O)c4ccc5c(c4)OCO5)n4ccccc34)n2)c1	-18%	9	1%
COc1ccc(CNC(=O)c2ccc3c(c2)nc2n3CCCCC2)c(OC)c1	?	-3	8%
O=C(CN1C(=O)COc2ccc(S(=O)(=O)NC3CCCC3)cc21)Nc1ccc(F)c(Cl)c1	0%	-16	-2%
O=C(Nc1ccc(Br)cc1F)c1ncoc1-c1ccco1	-1%	-12	-10%
Cc1cc(C)c(NC(=O)CSc2nc3ccccc3nc2N2CCCCC2)c(C)c1	-5%	-5	?
Cc1ccccc1CSc1ncc(Cl)c(C(=O)NCc2ccccc2)n1	7%	-8	17%
O=c1ccc2cc(S(=O)(=O)Nc3ccc(OC(F)(F)F)cc3)ccc2[nH]1	9%	-12	0%
Cc1[nH]c(=O)[nH]c(=O)c1C1N2CC3(C(C)C)CN1CC(C(C)C)(C2)C3=O (stereo not given)	4%	2	2%
CC1CCN(C(=O)c2c(NC(=O)c3ccccc3Cl)sc3c2CCC(C(C)(C)C)C3)CC1 (stereo not given)	17%	3	19%
COc1ccc(Cl)cc1NS(=O)(=O)c1c(C)nc2scc(C)n2c1=O	5%	-13	1%
Cc1ccc(CNc2ccc(-c3nc(-c4ccccn4)no3)cc2[N+](=O)[O-])cc1	4%	10	?
COc1ccc(/C=C(\C#N)c2nc(-c3cc(Cl)ccc3OC)cs2)cc1	0%	-15	0%
CCC(C)NC(=O)Cn1c(=O)n(CC2CCC(C(=O)NC)CC2)c(=O)c2sccc21 (stereo not given)	8%	7	?
COc1ccc(CNC(=O)C2CCN(c3nnc(C)c4c(C)n(-c5ccc(C)cc5)nc34)CC2)cc1	-24%	-13	-23%
CC(C)(C)C(=O)Nc1ccc2nc(SCCOc3ccccc3Cl)sc2c1	0%	13	1%
Cc1cc(N2CCN(C)CC2)nc2ccc(NC(=O)Nc3ccccc3Br)cc12	-1%	-24	?
CNC(=O)C(=O)NCC(c1ccc2c(c1)OCO2)N1CCOCC1 (stereo not given)	5%	-5	-4%
CCc1cccc(NC(=O)Cn2nc(C)c3sc4ccccc4c3c2=O)c1	8%	-8	1%
Cc1cccc(N2CCN(C(=O)c3ccc4c(c3)c(C)c(C)n4C)CC2)c1C	15%	4	0%

Remaining list, next part.
Structure	KB-3-1 cytotox	D3 ag	KB-V1 MDR tox
CN(C)c1ccc(NC(=O)CC(NCc2cccnc2)C(=O)O)cc1 (stereo not given)	5%	4	?
Cc1ccc(NC(=O)Cn2nnc3sc4c(c3c2=O)CCCC4)c(C)c1	3%	-4	0%
COc1cccc(-c2nnc(-c3cc4cc(Cl)ccc4oc3=O)o2)c1	16%	4	19%
COc1cc2c(cc1NS(=O)(=O)c1cccc(C#N)c1)n(C)c(=O)n2C	?	0	2%
N#Cc1c(-c2ccccc2)cc(-c2ccccc2)nc1SCC(O)CS(=O)(=O)Cc1ccccc1 (stereo not given)	6%	-3	-18%
CC(C)CCNC(=O)c1ccc2c(c1)NC(=O)C(CS(=O)(=O)Cc1ccc(F)cc1)N2 (stereo not given)	5%	-6	3%
COc1ccc(NC(=O)CSc2nc(C)cc(C)c2C(=O)Nc2cccc(C)c2)cc1	-1%	-4	-10%
COc1cc(OC)c(C2Nc3c(C)cccc3-c3cc(C)nn32)cc1OC (stereo not given)	-10%	6	-7%
CCCCCCC(=O)Nc1ccc2nc3c(=O)n(C)c(=O)n(C)c3nc2c1C	-1%	4	?
Cc1ccc(O)c(NC(=O)c2noc3c2CCCC3)c1	?	4	0%

A second format for some results above.
COc1cc(OC)c(C2Nc3c(C)cccc3-c3cc(C)nn32)cc1OC (stereo not given)
  KB-3-1 cytotox: -10%
  D3 ag: 6
  KB-V1 MDR tox: -7%

COc1cc2c(cc1NS(=O)(=O)c1cccc(C#N)c1)n(C)c(=O)n2C
  KB-3-1 cytotox: ?
  D3 ag: 0
  KB-V1 MDR tox: 2%

Cc1ccc(O)c(NC(=O)c2noc3c2CCCC3)c1
  KB-3-1 cytotox: ?
  D3 ag: 4
  KB-V1 MDR tox: 0%

N#Cc1c(-c2ccccc2)cc(-c2ccccc2)nc1SCC(O)CS(=O)(=O)Cc1ccccc1 (stereo not given)
  KB-3-1 cytotox: 6%
  D3 ag: -3
  KB-V1 MDR tox: -18%

Further compounds follow.
Structure	KB-3-1 cytotox	D3 ag	KB-V1 MDR tox
COc1ccc(OC)c(S(=O)(=O)NCCc2csc(-c3cccc(F)c3)n2)c1	-13%	-15	11%
Cc1ccc(NC(=O)Cn2cc(S(=O)(=O)NC(C)C)c(S(=O)(=O)NC(C)C)c2)cc1Cl	?	2	-17%
CN(C)c1ccc(CNC(=O)C2CCN(Cc3cc4ccccc4n3Cc3ccccc3)CC2)cc1	-21%	-22	-12%
COc1ccc(C)cc1NC(=O)Cn1c(=O)oc2cc(S(=O)(=O)N3CCCCCC3)ccc21	-8%	-9	-6%
COc1cccc(C(=O)NCC(c2ccc(N(C)C)cc2)N2CCCC2)c1OC (stereo not given)	-4%	-20	-8%
CCOC(=O)c1cc(-c2ccccc2)n(CCC(=O)Nc2ccc(OC)c(Cl)c2)c1C	-2%	-20	-12%
CCN1CCN(C(c2ccc(OC)cc2)c2c(O)cc(C)n(CCOC)c2=O)CC1 (stereo not given)	-8%	3	0%
Cc1ccccc1Cn1c(CN2CCCC(C)C2)nc2c1c(=O)n(C)c(=O)n2C (stereo not given)	-2%	7	3%
COc1ccc(CN(C)c2ccc(-c3nc(-c4ccccc4)no3)cc2[N+](=O)[O-])cc1	-7%	2	-5%
Cc1cc(=O)n(Cc2ccccc2Cl)c2c1c(C)nn2-c1ccccc1	-3%	14	2%
COc1ccc(Cl)cc1NC(=O)Cn1c(=O)n(Cc2ccc(F)cc2)c(=O)c2cccnc21	-11%	-3	5%
COc1ccc(Nc2cc(C(=O)NCCCN(C)c3ccccc3)c3ccccc3n2)c(OC)c1	-1%	5	3%
COc1ccc(C2CC(=O)N(Cc3ccccc3)c3c2c(C)nn3-c2nc(C)cc(C)n2)c(OC)c1 (stereo not given)	?	-9	0%
CC1CCCN(Cc2nc3c(c(=O)n(C)c(=O)n3C)n2Cc2ccc(Cl)cc2)C1 (stereo not given)	5%	2	1%
N#Cc1c[nH]n2c(NC3CCCCC3)c(-c3ccc(F)cc3)nc12	-28%	-10	-13%
O=S(=O)(Nc1nc2n(n1)C(c1ccc(F)cc1)C=C(c1ccccc1)N2)c1ccccc1 (stereo not given)	-2%	19	?
C#CCOc1ccc(C2CC(=O)Nc3c2c(C)nn3-c2nc(C)cc(C)n2)cc1 (stereo not given)	-1%	9	7%
CCCN1CCN(CCNC(=O)Nc2cc(C)ccc2OC)CC1	-12%	-5	10%
COc1cc(OC)c(OC)cc1/C=C/c1nc2cc3ccccc3cc2c(=O)n1-c1ccc(Cl)cc1	-19%	-1	?
CCc1cccc(NC(=O)Cn2c(=O)n3nc(-c4cccc(F)c4)nc3c3ccccc32)c1	1%	-6	7%
COCCCNC(=O)Cn1c(=O)n(-c2cccc(C)c2)c(=O)c2c3c(sc21)CN(C(C)=O)CC3	4%	-3	6%
CCN(CC)C(=O)c1sc2c(c1C)c(=O)n(Cc1ccccc1)c(=O)n2CC(=O)Nc1ccc(OC)cc1	3%	3	6%
CCCCCNC(=O)C1CCC(Cn2c(=O)c3sccc3n(CC)c2=O)CC1 (stereo not given)	-7%	-17	9%
CC(C)CC(=O)NCC1(N(C)C)CCCCC1	1%	-16	-21%
CCOc1ccc(-c2ccc(NS(=O)(=O)c3ccc(C)cc3)cc2)nn1	-1%	-3	-8%
CCc1ccc(CNC(=O)c2ccc(-c3nc(CSc4ccc(C)cc4)c(C)o3)cc2)cc1	6%	9	1%
Cc1ccccc1N1CC(c2nnc(NC(=O)c3ccco3)s2)CC1=O (stereo not given)	-8%	8	17%
CC(CNC(=O)c1sc2ncccc2c1-n1cccc1)c1ccccc1 (stereo not given)	?	9	-2%
CCc1ccc(OCCCn2c(-c3ccc(Cl)cc3)nc3ccccc3c2=O)cc1	0%	-2	0%
CCOC(=O)c1c(S(=O)(=O)N2CCCC(C(=O)Nc3ccccn3)C2)c(C)n(C)c1C (stereo not given)	24%	-2	20%
COc1ccc(NC(=O)N2CCc3c([nH]c4ccc(OC)cc34)C2c2ccc(OC)cc2)cc1 (stereo not given)	-21%	-18	-30%

An excerpt; count on the stated rates, not on these rows.
